# yeast mec2-1: NCI yeast anticancer drug screen, S. cerevisiae mec2-1 strain; AID 157; 9% of 79,000 active; % growth inhibition at 50 µM;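 note: 0% = growth of vehicle-only cultures of the same strain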
#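 Mutant yeast (mec2-1) grown with compound; growth inhibition relative to vehicle control reported.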
# yeast cln2 rad14: NCI yeast anticancer drug screen, S. cerevisiae cln2 rad14 strain; % growth inhibition at 50 µM; 8.3% of 78,000 active; AID 165;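 note: 0% = growth of vehicle-only cultures of the same strain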
#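 Each compound was tested on cln2 rad14 yeast. Inhibition of growth was calculated against vehicle-exposed controls.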
# yeast sgs1 mgt1: NCI yeast anticancer drug screen, S. cerevisiae sgs1 mgt1 strain; % growth inhibition at 50 µM; 10% of 78,000 active; AID 161;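 note: 0% = growth of vehicle-only cultures of the same strain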
#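 Compounds are added to genetically altered yeast, and growth is compared with cultures given vehicle alone to give percent inhibition.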
# yeast mlh1 rad18: NCI yeast anticancer drug screen, S. cerevisiae mlh1 rad18 strain; % growth inhibition at 50 µM; 11% of 79,000 active; AID 175;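 note: 0% = growth of vehicle-only cultures of the same strain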
#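 In this whole-cell yeast screen, a strain with altered DNA damage repair is challenged with compound, and its growth is measured against matched vehicle-treated controls.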
# rad50: NCI yeast anticancer drug screen, S. cerevisiae rad50 strain. AID 155. 10% of 79,000 active. % growth inhibition at 50 µM;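 note: 0% = growth of vehicle-only cultures of the same strain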
#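 Genetically altered yeast (DNA repair pathway); compound treatment; growth inhibition vs vehicle ctrl.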
# yeast bub3: NCI yeast anticancer drug screen, S. cerevisiae bub3 mutant strain | 9.9% of 78,000 active | AID 167 | growth inhibition, % at 50 µM;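 note: 0% = growth of vehicle-only cultures of the same strain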
#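 Screening used yeast with an engineered genetic alteration affecting cell cycle control. Compound-exposed cultures were compared with vehicle cultures, and reduced growth was taken as inhibition.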
# * = called active by the depositor; & = joins results of further samples. Cut-off read from the data, not from the text of the source: active = growth inhibition above about 70%; inactive = the rest.
SMILES,yeast mec2-1,yeast cln2 rad14,yeast sgs1 mgt1,yeast mlh1 rad18,rad50,yeast bub3
CN(/N=C/c1cccs1)c1ccc([N+](=O)[O-])cc1[N+](=O)[O-],-26,-9,7,-11,-25,-13
CCOCC(=O)N[C@H]1CCc2cc(OC)c(OC)c(OC)c2-c2ccc(SC)c(=O)cc21,27,-54,12,47,11,-8
O=C(CN1c2ccccc2Sc2ccccc21)SC1=NC(=O)/C(=C/c2ccc(Cl)cc2)S1,4,-12,-18,-15,-10,-8
Nc1nc2nccnc2c(=O)[nH]1,-2&47,0&-19,-6&2,-1&-15,6&-10,1&-25
CN(C)C(=O)Sc1ccc([N+](=O)[O-])cc1Cl,5,15,6,17,15,-4
CCN(CC)CCN(C)c1ccccc1,4,-1,-2,0,10,0
Fc1ccc2cc3cccc[n+]3cc2c1,7,14,32,2,27,10
CC(=O)OC(OC(C)=O)c1cccc2ccccc12,-9,-16,-6,-4,3,17
O=C(COCC(=O)N/N=C/c1ccc(Cl)cc1Cl)N/N=C\c1cc(Cl)cc(Cl)c1,-2,37,1,-12,-21,-1
Cc1occc1C(=S)Nc1ccc(Cl)c(C(=O)OCC2CC2)c1,86*,83*,81*,16,85*,80*
O=C1c2cccc([N+](=O)[O-])c2C(=O)N1c1ncn[nH]1,-2,-7,-22,0,-6,-43
O=C(O)CCC(=O)Nc1ccc(S(=O)(=O)Nc2nccs2)cc1,-36,-18,-16,-15,-18,-18
O=c1[nH]c2ccc(Br)cc2cc1Br,-9,7,0,21,22,2
CSc1nc(NN)c([N+](=O)[O-])c(SC)n1,-1,-3,1,16,-8,-14
Cc1ccc2c(c1)C(=O)C(=O)N2,-14,-71,3,23,40,30
CC1(C)CC(=O)C(/C=N/C(=S)Nc2ccc(S(N)(=O)=O)cc2)=C(O)C1,-68,-9,-24,-30,-42,-17
CC(S)C(Nc1ccc([N+](=O)[O-])cc1[N+](=O)[O-])C(=O)O (stereo not given),5,-11,14,38,11,11
O=C1OCC(c2ccccc2)=C1c1ccccc1,-3,-16,20,17,22,6
CCN(C=Nc1ccc(Cl)cc1C)CC,1,-10,-2,-7,-12,-3
CC1=C(C(=O)Nc2ccccc2)C(c2ccc(Cl)c(Cl)c2)C(C(=O)Nc2ccccc2)=C(C)N1,93*,91*,91*,91*,89*,91*
O=C1OC(c2ccc([N+](=O)[O-])cc2)=N/C1=C\c1cccc2ccccc12,27,25,42,23,28,8
Oc1ccc(N=Cc2ccc(OCc3ccccc3)cc2)cc1,-30,0,15,-4,2,3
CC(C)CCCC(C)C1CCC2C3CCC4C/C(=N/O)C5OC5C4(C)C3CCC12C (stereo not given),16,18,28,39,41,0
CC(=O)Nc1c(C)cc(OCC(=O)O)cc1C,-28,33,-37,-8,-46,-27
Cc1nc2nc(N)[nH]c(=O)c2nc1C,-1,-1,3,13,18,16

# Some of these compounds in order of number of heavy atoms, low to high:
SMILES,yeast mec2-1,yeast cln2 rad14,yeast sgs1 mgt1,yeast mlh1 rad18,rad50,yeast bub3
Nc1nc2nccnc2c(=O)[nH]1,-2&47,0&-19,-6&2,-1&-15,6&-10,1&-25
CSc1nc(NN)c([N+](=O)[O-])c(SC)n1,-1,-3,1,16,-8,-14
CC(=O)Nc1c(C)cc(OCC(=O)O)cc1C,-28,33,-37,-8,-46,-27
CC(=O)OC(OC(C)=O)c1cccc2ccccc12,-9,-16,-6,-4,3,17
O=C(O)CCC(=O)Nc1ccc(S(=O)(=O)Nc2nccs2)cc1,-36,-18,-16,-15,-18,-18

# The results go on.
SMILES,yeast mec2-1,yeast cln2 rad14,yeast sgs1 mgt1,yeast mlh1 rad18,rad50,yeast bub3
CCCC(CCC)NCCOC(=O)c1ccc(N)cc1,3,9,16,18,18,-11
Cc1cc(C)n(-c2ccncc2[N+](=O)[O-])n1,18,-14,-2,0,8,9
C=CCN1COc2c(cc3c4c(cccc24)C(=O)O3)C1,-4,8,10,8,0,6
COc1ccc(NC(=O)c2cc3ccccc3cc2OC(=O)NC(C)(C)C)cc1,-13,2,-7,-33,-12,0
COc1ccccc1N1C(=O)C2C3c4ccccc4C(OC(C)=O)(c4ccccc43)C2C1=O (stereo not given),-14,3,4,13,-20,-15
CCOC(=O)CCCNc1cc(OC)cc2cccnc12,-24,-49,-3,-9,-7,20
CC1(O)CCOC(=O)C1 (stereo not given),18,-1,0,-2,0,6
CC(=O)/C(=C/c1ccco1)CC(=O)O,-22,4,-13,-5,-15,-18
CCOC(=O)C1C/C(C)=C(/C)SCCCS1 (stereo not given),3,21,-6,-67,19,5
Nc1ccc(C(=O)Nc2ccc(NC(=O)c3ccco3)c(O)c2)cc1,-11,13,32,10,2,21
Cc1ccc(S(=O)(=O)N2CCCSCCN(S(=O)(=O)c3ccc(C)cc3)CCCSCC2)cc1,-32,-9,-30,-24,0,-29
O=C1NCC2(CCCCCC2)O1,-1,5,13,6,5,-4
CC1CCOS(=O)O1 (stereo not given),7&-15,12&12,-10&19,-7&18,-14&7,8&-4
O=[N+]([O-])/C=C/c1cc2ccc3ccccc3c2[nH]1,99*,97*,99*,98*,96*,99*
CCOC(=O)C(NC(=O)c1cccc(Cl)c1)(Nc1ccc(S(=O)(=O)Nc2cc(C)nc(C)n2)cc1)C(F)(F)F (stereo not given),-30,-16,-18,-44,4,-18
CCCCCCCOC(=O)CO,7,17,16,19,22,2
CCCCN(C#N)CCCC,2,-97,28,-32,3,-16
C/C(CCn1[nH]c(=O)ccc1=O)=N\O,-19,-12,-6,-11,-7,-25
CSc1ncnc2c1ncn2CC(=O)C1CCC2C3CCC4=CC(=O)CCC4(C)C3CCC12C (stereo not given),-48,-30,-2,16,7,-29
CN(C)c1nc(N(C)C)n2c(-c3ccccc3[N+](=O)[O-])nnc2n1,18,23,22,33,48,13
O=C(/C=C/c1ccc(O)c(O)c1)c1ccc(O)c(O)c1O,-5,-58,4,20,14,9
CCN1C(=O)c2ccccc2C1=O,-10,-17,-5,24,12,6
Cc1ccc(C2=Nn3c(nc4sc(C)c(C)c4c3=O)SC2)cc1,-3,6,-23,-11,-28,-22
CC1CCCCN1Cc1ccccc1COC(=O)c1cccc(Cl)c1 (stereo not given),-11,-16,-4,-20,5,-4
CC(C(=O)O)(c1ccccc1)C(O)c1ccccc1 (stereo not given),-10,-19,-13,-17,-14,19

# Compound profiles (already shown).
# Shown for `CC1(O)CCOC(=O)C1` (stereo not given) → yeast mec2-1: 18; yeast cln2 rad14: -1; yeast sgs1 mgt1: 0; yeast mlh1 rad18: -2; rad50: 0; yeast bub3: 6
# Shown for `Nc1ccc(C(=O)Nc2ccc(NC(=O)c3ccco3)c(O)c2)cc1` → yeast mec2-1: -11; yeast cln2 rad14: 13; yeast sgs1 mgt1: 32; yeast mlh1 rad18: 10; rad50: 2; yeast bub3: 21

# Next section:
SMILES,yeast mec2-1,yeast cln2 rad14,yeast sgs1 mgt1,yeast mlh1 rad18,rad50,yeast bub3
COc1ccc(NC(=S)N/N=C/c2cccc(C)n2)cc1,82*,83*,86*,89*,67,86*
CC1=NN(c2ccc(S(=O)(=O)O)cc2)C(=O)C1N=Nc1ccc(-c2ccc(N=Nc3ccc(O)c(C(=O)O)c3)c(C)c2)cc1C (stereo not given),21,17,17,31,18,23
CC[P+](C)(Cc1ccccc1)c1ccccc1 (stereo not given),2,-3,22,21,-1,9
CCCOC1NC(=O)Oc2ccccc21 (stereo not given),-6,-30,-1,14,-15,-2
CCOc1ccc2nc(N=NC(C(C)=O)C(C)=O)sc2c1,10,14,1,16,27,6
O=c1oc2nc(-c3ccccc3)[nH]c(=O)c2c2c1CCCC2,-7,9,-19,20,-8,-18
O=C1OCCN1N1C(=O)CC2(CCN(Cc3ccccc3)CC2)C1=O,3,1,-1,-18,-11,0
Oc1c(Cl)cc(Cl)cc1Br,97*,54,97*,88*,90*,85*
CO/N=C(/C(=O)c1ccccc1)c1ccccc1,4,3,6,20,3,1
CCC1(C)OCC(C)(C)C(C(C)C)O1 (stereo not given),3,-62,-17,-15,-14,-40
COc1ccc(CCN(C)C2c3ccccc3C=Cc3ccccc32)cc1OC,2,-16,3,9,30,-2
Cc1c2cc[n+](CCO)cc2c(C)c2c1[nH]c1ccc(O)cc12,37,8,-2,73*,80*,1
O=S(=O)(O)SCCCNCCCCCCNCCCSS(=O)(=O)O,-6,-23,-2,4,30,5
COc1ccc(CCC2NCCc3cc(OC)c(OC)cc32)cc1 (stereo not given),-7,19,0,-10,-9,-1
O=C(/C=C(\O)c1ccc(Cl)cc1)C(=O)NN=C(c1ccccc1)c1ccccc1,34,7,3,9,39,14
CCOC(=O)C(Cc1ccccc1[N+](=O)[O-])C(=O)OCC,-4,8,29,20,5,45
c1ccc(C2=NOC3(c4ccccc4)SC4CCCCC4CN23)cc1 (stereo not given),94*,90*,92*,90*,90*,90*
O=C(CNc1ccccn1)Nn1cnc2ccc(S(=O)(=O)Nc3ccccn3)cc2c1=O,28,-1,39,23,32,26
Cc1cc(=O)c(C(=O)O)c(C)n1-c1ccccc1,-4&0,6&-32,0&3,-1&1,3&6,3&-20
CC(=O)OC(CC/C(C)=C/COC1CCCCO1)C(C)(C)O (stereo not given),5,-19,-1,-10,-4,13
CC1OC(O)C(O)C(O)C1O (stereo not given),6&-12,34&-65,31&-44,26&-29,14&-19,27&-39
CCOC(=O)C1(c2ccccc2)CCNC(=O)CC1 (stereo not given),8,-14,16,9,8,14
CC12CCCCC1=CC(=O)CC2 (stereo not given),1,6,8,1,5,-27
Cn1c(=O)[nH]c2ccc(Cl)cc2c1=O,-6,-68,-3,6,3,8
O=C1C[C@@H]2CCCC[C@@H]2C12SCCS2,-19,14,-7,-5,-11,-9
# The results go on:
SMILES,yeast mec2-1,yeast cln2 rad14,yeast sgs1 mgt1,yeast mlh1 rad18,rad50,yeast bub3
Cc1cc(O)c(C(C)C)cc1NC(=O)Nc1cccc2ccccc12,-7,1,-2,-11,14,-20
CC1NC(=O)C(C)C(c2ccccc2)N(N=O)C1c1ccccc1 (stereo not given),8,0,15,11,-11,-26
C=CCCC(=O)C(=[N+]=[N-])C(=O)CCC(=O)c1ccccc1,-12,-8,-10,-3,0,33
COc1ccc(/C=N/O)cc1OC,15,12,-2,6,-2,11
CCCC(=O)Oc1ccccc1C1CCCCC1,24,21,12,3,16,7
CN1C(=O)CC2(C)c3cc(O)ccc3N(C)C12 (stereo not given),30,64,54,-82,54,33
[Cl][Pt+2][Cl].[NH-]CC(O)c1ccc2oc3ccccc3c2c1.[NH-]CC(O)c1ccc2oc3ccccc3c2c1 (stereo not given),-11,-21,-31,18,-23,7
Cc1ccc(P(=O)(O)O)c([N+](=O)[O-])c1,2,-7,-4,13,5,-4
CC(=O)OCC1OC(OC(C)=O)C(NC(=O)C(Cl)(Cl)Cl)C(OC(C)=O)C1OC(C)=O (stereo not given),-4,-6,-14,-6,-3,-2
Cc1csc(NNC(N)=O)n1,-8,-14,-64,-27,2,-43

# From PubChem BioAssay
